# VHR inh color = VHR1 (DUSP3) phosphatase inhibition | recombinant VHR phosphatase, colorimetric substrate read-out | inhibition, % at 20 µM | 50,000 compounds, 0.7% hits; in the data active means inhibition above about 60%; further: some results filed as inactive read as strong as hits
# Target sequence (P51452 whole entry, looked up): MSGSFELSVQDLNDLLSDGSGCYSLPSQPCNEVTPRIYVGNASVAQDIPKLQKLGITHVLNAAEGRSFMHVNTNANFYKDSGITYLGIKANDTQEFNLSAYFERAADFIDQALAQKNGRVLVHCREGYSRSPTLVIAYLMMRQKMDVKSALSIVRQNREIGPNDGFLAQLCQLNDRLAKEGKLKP
# Active calls of the source: *.
SMILES,VHR inh color
COc1ccc(C(=O)Nc2cc3oc4ccccc4c3cc2OC)c(OC)c1,6
O=C(N/N=C/c1ccccc1F)c1ccccc1I,-3
O=C(CCc1ccccc1)NCC(=O)N/N=C/C=C/c1ccccc1,-11
CN1CCN(/N=C/c2cccs2)CC1,96
O=[N+]([O-])c1cccc(-c2noc(COc3ccc4ccccc4c3)n2)c1,-22
COc1ccc(OC)c(NC(=O)C(=O)N/N=C/c2ccc(OC)cc2OC)c1,-26
Cc1cccc(OCC(=O)NCc2ccco2)c1,3
Cc1ccc(C2CC(C(F)(F)F)n3nc(C(=O)O)cc3N2)cc1 (centres undefined),4
COc1ccc(Cl)cc1NC(=O)CN(c1ccccc1)S(=O)(=O)c1ccccc1[N+](=O)[O-],-10
O=C(CC(=O)c1cc(Cl)ccc1O)c1ccc(F)cc1,-14
CCOc1c(/C=C2\C(=O)NN(c3ccccc3)C2=O)cccc1OC,-22
Cc1ccc(C)c(COc2ccc3ccc(=O)oc3c2)c1,-23
O=C(NN1C(=O)c2ccccc2C1=O)c1cccc(F)c1,-2
COc1ccccc1NS(=O)(=O)c1cc(N2C(=O)C3C4C=C(C)C(C4)C3C2=O)ccc1Cl (centres undefined),23
c1cc(-c2nnc(-c3ccco3)o2)cc(-c2nnc(-c3ccco3)o2)c1,22
CC(C)C(=O)N1c2ccccc2C(N(C(=O)C(C)C)c2ccccc2)CC1C (centres undefined),-7
O=C(NCc1ccccc1)c1ccc2nccnc2c1,-17
Cc1ccc(S(=O)(=O)N2CCN(C3CC4CCC3C4)CC2)cc1 (centres undefined),1
COc1ccc(C(NC(=O)c2ccc(C)cc2)NC(=O)c2ccc(C)cc2)cc1OC,11
Cc1cc(I)ccc1NC(=O)c1cccnc1,-13
Nc1ccc(C(=O)N2N=C3CCCCC3C2(O)C(F)(F)F)cc1 (centres undefined),8
O=C(CCC1CCCCC1)NCC1CCCO1 (centres undefined),2
Cc1ccc(OCc2nnc(NC(=O)c3ccccc3)s2)c(C)c1,-4
O=C(Nc1ccc(N2CCOCC2)cc1)c1ccc2c(c1)OCO2,8
COc1cc(NC(=O)Cn2nc(C)c([N+](=O)[O-])c2C)c(OC)cc1Cl,-21

# Fetched by structure from the list above:
SMILES,VHR inh color
COc1ccc(Cl)cc1NC(=O)CN(c1ccccc1)S(=O)(=O)c1ccccc1[N+](=O)[O-],-10
O=C(CCc1ccccc1)NCC(=O)N/N=C/C=C/c1ccccc1,-11
Cc1ccc(OCc2nnc(NC(=O)c3ccccc3)s2)c(C)c1,-4
Cc1cccc(OCC(=O)NCc2ccco2)c1,3
c1cc(-c2nnc(-c3ccco3)o2)cc(-c2nnc(-c3ccco3)o2)c1,22
O=C(N/N=C/c1ccccc1F)c1ccccc1I,-3
Cc1cc(I)ccc1NC(=O)c1cccnc1,-13

# The results go on:
SMILES,VHR inh color
CC1(C)CC(NS(=O)(=O)c2ccc(Cl)cc2)CC(C)(C)N1,4
C=CCN1C(=O)/C(=C/c2ccco2)SC1=S,29
COc1ccc([N+](=O)[O-])cc1NC(=S)Nc1ccccc1,32
O=C(Nc1nnc(/C=C/c2ccccc2)s1)c1ccccc1Br,-15
CCc1ccccc1NC(=O)C1CC(=O)N(c2cccc([N+](=O)[O-])c2)C1 (centres undefined),12
CCOC(=O)C1=C(O)CSC1=Nc1ccc(Cl)cc1,-1
N/C(=N/c1nc2ccccc2o1)NC(=O)c1cccc(Br)c1,3
CC(=O)Nc1ccccc1NC(=O)COc1ccc(C)cc1C,-16
O=C(COc1ccccc1Cl)NCc1ccc2c(c1)OCO2,-15
COc1cc(Br)c(C2C(C(=O)OCCOc3ccccc3)=C(C)NC3=C2C(=O)CC(C)(C)C3)cc1OC (centres undefined),19
OC(COc1ccccc1)CSc1nc2ccccc2s1 (centres undefined),-13
CCC(=O)Nc1sc2c(c1C(=O)Nc1ccc(OC)cc1)CCCCC2,-10
COC(=O)C1=C(C)NC2=C(C(=O)CCC2)C1c1ccc(Cl)cc1 (centres undefined),-1
CCC(=O)Oc1ccc2c(=O)c(-c3ccccc3)coc2c1,2
CC(C)CCn1c(=O)c(C(=O)Nc2nc3ccc(Br)cc3s2)c(O)c2ccccc21,-89
COC(=O)C1=C(C)N=c2s/c(=C\c3cccc([N+](=O)[O-])c3)c(=O)n2C1c1ccc(OC)cc1 (centres undefined),-12
COc1cc(NC(=O)c2ccc([N+](=O)[O-])cc2)ccc1NC(=O)c1ccco1,0
CCn1c(CCCO)nc2ccccc21,-5
Cc1cccc(-n2c(SCCc3ccccc3)nc3ccccc3c2=O)c1,-32
Cc1ccc(C(=O)Nc2ccc(S(=O)(=O)Nc3ncccn3)cc2)cc1[N+](=O)[O-],-9
Cc1ccc(OCCNC(=O)c2ccc(C)cc2)cc1,-4
CC(=O)n1nc(C)c2c1C[C@@H]1[C@H]2C1(C)C,-2
CCN(CC)c1ccc(C=Nc2cccc([N+](=O)[O-])c2C)cc1,4
Cc1ccc(OCc2nc(-c3ccc(Cl)cc3Cl)no2)c(C)c1,5
CC(=O)Oc1ccc(/C=C2\C=C(c3ccc(C)cc3)OC2=O)c(OC(C)=O)c1,7

# Taken from the listing for reference:
SMILES,VHR inh color
COC(=O)C1=C(C)N=c2s/c(=C\c3cccc([N+](=O)[O-])c3)c(=O)n2C1c1ccc(OC)cc1 (centres undefined),-12
COc1cc(NC(=O)c2ccc([N+](=O)[O-])cc2)ccc1NC(=O)c1ccco1,0
CCn1c(CCCO)nc2ccccc21,-5
Cc1cccc(-n2c(SCCc3ccccc3)nc3ccccc3c2=O)c1,-32
Cc1ccc(C(=O)Nc2ccc(S(=O)(=O)Nc3ncccn3)cc2)cc1[N+](=O)[O-],-9
Cc1ccc(OCCNC(=O)c2ccc(C)cc2)cc1,-4

# Shown with bars between the fields: entries from further up
SMILES | VHR inh color
COc1ccc([N+](=O)[O-])cc1NC(=S)Nc1ccccc1 | 32
O=C(Nc1nnc(/C=C/c2ccccc2)s1)c1ccccc1Br | -15

# The listing continues:
SMILES,VHR inh color
Cc1cc(Cl)ccc1NC(=O)Cc1ccccc1,-6
CC1(C)CC(=O)C2=C(C1)OC1=C(C(=O)CC(C)(C)C1)C2c1ccc(Br)c([N+](=O)[O-])c1,-22
CSc1sc(I)cc1/C=N/NC(=O)c1nnn(-c2nonc2N)c1C,8
CC(=O)C(Sc1ccccc1)C(=O)c1ccccc1 (centres undefined),73
Cc1ccc(-n2c(C)cc(/C=N/NC(=O)c3ccncc3)c2C)cc1C,48
COc1ccc(N2C(=O)/C(=C3/C(=O)N(Cc4ccccc4F)c4ccccc43)SC2=S)cc1,-6
COc1ccccc1C/C(N)=N/OC(=O)c1ccc(C(C)(C)C)cc1,-16
CC1=C(C(=O)Nc2ccc(Br)cc2)C(c2ccccc2F)NC(=O)N1 (centres undefined),-4
CCOC(=O)C(C)Oc1ccc2c(C)c(C)c(=O)oc2c1 (centres undefined),-26
Cc1cc(Cl)ccc1OCC(=O)NNC(=O)c1ccco1,2
CCCNC(=O)C1CN1Cc1ccc(OC)cc1 (centres undefined),5
CC(=O)c1cccc(NC(=O)C(Sc2ccccc2)c2ccccc2)c1 (centres undefined),0
O=C(Nc1ccc(Cc2ccncc2)cc1)Nc1cccc2ccccc12,24
O=[N+]([O-])c1ccc(-n2ncnc2-c2ccc(Br)cc2)c(Cl)c1,1
CC1=NN(c2ccccc2)C(=O)C1/C=C1\C(=O)NC(=O)N(c2cccc(C)c2)C1=O (centres undefined),-10
O=C(O)C1C2C=CC3(CN(CC(O)COc4ccccc4)C(=O)C13)O2 (centres undefined),-1
O=C(CN(CCc1ccccc1)S(=O)(=O)c1ccc(Br)cc1)NCc1ccccn1,4
Cc1ccc(-c2cc(NC(=O)c3ccccc3[N+](=O)[O-])n[nH]2)cc1,2
CCCOc1cccc(C(=O)Nc2ccc(C(=O)Nc3ccccc3C(=O)O)cc2)c1,-6
Cc1cc([N+](=O)[O-])ccc1-c1ccc(/C=C2/C(=O)NC(=O)N(C)C2=O)o1,5
CCOC(=O)CSCCOc1ccc(/C=C2/C(=O)NC(=O)N(c3ccc(OC)cc3)C2=O)cc1OC,-17
Nc1nc2nc(C(F)(F)C(F)(F)C(F)(F)C(F)(F)F)cc(=O)n2[nH]1,-17
CC(Oc1cccc(Cl)c1)C(=O)Nc1ccccc1C(=O)N1CCCCCC1 (centres undefined),0
COC(=O)C1=C(C)N(c2ccccc2)C(=O)/C1=C\c1ccc(C(=O)OC)cc1,4
CC(C)NC(=O)CN(c1ccc(F)cc1)S(=O)(=O)c1ccccc1,-11

# (further entries)
SMILES,VHR inh color
CCOc1ccccc1NC(=O)CN(c1ccc(C)cc1)S(=O)(=O)c1ccc(F)cc1,-4
Cc1ccc(N2C(=O)c3ccc(C(=O)Nc4ccc(O)cc4)cc3C2=O)cc1C,18
COc1ccc(NC(=O)c2c(-c3c(Cl)cccc3Cl)noc2C)c([N+](=O)[O-])c1,-16
COc1ccc(/C(C)=N/NC(=O)CSc2nc(C)cc(C)n2)cc1OC,0
O=C1c2ccccc2C(=O)N1CC#CCN1CCN(C(c2ccccc2)c2ccccc2)CC1,-16
O=C(Nc1sc2c(c1C(=O)O)CCCC2)c1ccc(Cl)cc1,4
O=C(NC(NC(=S)N1CCOCC1)C(Cl)(Cl)Cl)c1cccc([N+](=O)[O-])c1 (centres undefined),21
COc1cc2c(cc1NC(=O)c1ccc3ccccc3n1)oc1ccccc12,-39
O=S(=O)(Nc1ccc(Nc2ccccc2)cc1)c1ccccc1,-12
CCOC(=O)c1ccc(NC(=O)c2cc3ccccc3oc2=O)cc1,-66
O=C(/C=C/NNC(=O)c1ccccc1)c1ccccc1,0
CCOC(=O)C1=C(C)N=c2s/c(=C\c3ccc(OCC)c(OC)c3)c(=O)n2C1c1ccc(C)cc1 (centres undefined),-32
CCOC(=O)c1c(-c2ccc(-c3ccccc3)cc2)csc1NC(=O)c1ccco1,-2
Cc1ccc(N2C(=O)C3C4C=CC(C)(O4)C3C2=O)cc1Br (centres undefined),5
O=C1CC(c2ccc(Cl)cc2)CC2=C1C(c1cccc([N+](=O)[O-])c1)Nc1ccccc1N2 (centres undefined),3
COc1ccc(/C=C/C(=O)c2ccc(Br)cc2)cc1[N+](=O)[O-],-13
CCN(CC)CCOC(=O)c1ccc(O)c(OC)c1,-33
CCOC(=O)C1=C(C)N=c2s/c(=C/c3ccc(Cl)cc3)c(=O)n2C1c1ccccc1 (centres undefined),-12
O=[N+]([O-])c1cccc(CNCCc2cccc(Cl)c2)c1,-12
CSc1nc(NC(N)=O)c2c3c(sc2n1)CC(C(C)(C)C)CC3 (centres undefined),-17
CCCCCCCn1c(NCCO)nc2ccccc21,-10
CCOc1ccc(NC(=O)C2=C(C)NC(=O)NC2c2cccc(OC)c2OC)cc1 (centres undefined),-1
CCCCS(=O)(=O)CC(O)COc1ccccc1 (centres undefined),-70
Cc1cc(N2C(=O)NC(=O)/C(=C\c3ccc([N+](=O)[O-])o3)C2=O)ccc1Br,-1
COC(=O)c1ccc(-n2c(C)cc(/C=C3\SC(=S)NC3=O)c2C)cc1,11

# (more compounds)
SMILES,VHR inh color
COc1ccc(C(=O)NCCCN2CCOCC2)cc1Br,-2
O=C(Nc1cccc(Br)c1)c1cnccn1,-21
CCOc1ccc(N(Cc2ccc(C(=O)N3CCCC3)cc2)S(=O)(=O)c2ccc(C)cc2)cc1,7
COc1ccc2c(c1)c(=O)oc1cc(OC(C)=O)ccc12,31
O=C(Nc1cc(Cl)cc(Cl)c1)c1ccc(S(=O)(=O)N2CCCCC2)cc1,-19
CCOC(=O)c1cnn2c(C)c(C(C)=O)cnc12,-8
O=C(CSc1nnc(-c2cccc(F)c2)n1-c1ccccc1)NCc1ccccc1,-3
CC(C)OC(=O)c1c(N)sc2c1CCCCC2,28
O=c1oc(-c2cccc(F)c2)nc2c1cnn2-c1ccccc1,-12
COc1ccc(NC(=O)Nc2ccccc2OC)cc1,-20
O=C(Cc1ccccc1)N1N=C(c2ccc(Br)cc2)CC1(O)C(F)(F)F (centres undefined),-34
CC(=O)Nc1ccc(C2(O)COc3ccccc3O2)cc1 (centres undefined),3
O=C(Nc1cccc(Cl)c1Cl)c1ccc(CN2CCc3ccccc3C2)cc1,-23
O=C(N=Nc1c(O)n(CN2CCCCCC2)c2ccccc12)c1ccncc1,-10
CCOC(=O)c1sc(NC(=O)COc2ccc(CC)cc2)c(C(=O)OCC)c1C,1
CCOC(=O)c1ccc(-c2ccccc2)cc1,-24
CCOC(=O)c1sc(NC(=O)c2cccc3ccccc23)nc1C,-4
COc1ccc(N/N=C(/C#N)C(=N)N2CCCCCC2)cc1,-22
Cc1ccccc1NCn1c(=S)oc2ccccc21,3
O=C(Oc1ccc([N+](=O)[O-])cc1)c1ccc(Cl)c(S(=O)(=O)N2CCOCC2)c1,14
COc1ccc(Cl)cc1NC(=O)CSCc1cccc(Br)c1,-9
Cc1ccc(SCCNC(=O)c2ccccc2)cc1,-7
CC(=O)Oc1ccc(NC(=O)CC2SC(N)=NC2=O)cc1 (centres undefined),6
O=C1NC(=Nc2cccnc2)S/C1=C\c1ccc(Br)cc1,0
COc1ccccc1NC(=O)/C(=C/c1ccccc1)c1ccccc1,-3

# Going on with the list.
SMILES,VHR inh color
COc1ccc(C(=O)N2CCN(Cc3cc(OC)c(OC)cc3OC)CC2)cc1,7
CN1C(=O)NC(=O)/C(=C\c2cc(Cl)c(OCc3ccc(F)cc3)c(Cl)c2)C1=O,8
CCOc1cc(/C=C(\C#N)c2nc3ccccc3[nH]2)cc(I)c1OC,-39
Cc1ccc(NC(=O)c2ccc(Cl)cc2Cl)c([N+](=O)[O-])c1,-3
CCOC(=O)Cc1nnc(Nc2ccc(C)cc2C)c2ccccc12,-6
O=C(COc1ccc([N+](=O)[O-])cc1)Nc1ccc(O)cc1C(=O)O,-12
COc1ccccc1/C=C1\SC(N2CCCC2)=NC1=O,22
O=[N+]([O-])c1cccc(S(=O)(=O)Nc2ccc3c(c2)OCO3)c1,7
Cc1cc(C)cc(OCCCCNC(C)(C)C)c1,-33
Cc1c(C(N)=O)c(N)c(C(=O)c2ccccc2)n1-c1ccccc1,-3
CC1(c2cccs2)CC(c2cccs2)=C(C#N)C(=O)N1 (centres undefined),-7
CCc1cccc(NC(=O)c2cccc(F)c2)c1,-9
CCOc1ccccc1NC(=O)c1c(NC(=O)c2cccc(F)c2)sc2c1CCC(C)C2 (centres undefined),116*

# High-throughput results (PubChem)

# This is a subset; count on the stated rates, not on these rows.
